Compound activity as filed in PubChem BioAssay.
D2 agonist: HTS Assay for Allosteric Agonists of the Human D2 Dopamine Receptor: Primary Screen for Agonists | hit rate 0.53% among 340,000 | HEK293 T-REx D2 cells, calcium flux agonist mode | activation, % at 2 µM | D(2) dopamine receptor (Homo sapiens), P14416;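 active means activation over 3 SD above normal in the single-dose calcium agonist read, cut at about 30% in these data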; further: 0% is about no effect
Target sequence (P14416 whole entry, looked up): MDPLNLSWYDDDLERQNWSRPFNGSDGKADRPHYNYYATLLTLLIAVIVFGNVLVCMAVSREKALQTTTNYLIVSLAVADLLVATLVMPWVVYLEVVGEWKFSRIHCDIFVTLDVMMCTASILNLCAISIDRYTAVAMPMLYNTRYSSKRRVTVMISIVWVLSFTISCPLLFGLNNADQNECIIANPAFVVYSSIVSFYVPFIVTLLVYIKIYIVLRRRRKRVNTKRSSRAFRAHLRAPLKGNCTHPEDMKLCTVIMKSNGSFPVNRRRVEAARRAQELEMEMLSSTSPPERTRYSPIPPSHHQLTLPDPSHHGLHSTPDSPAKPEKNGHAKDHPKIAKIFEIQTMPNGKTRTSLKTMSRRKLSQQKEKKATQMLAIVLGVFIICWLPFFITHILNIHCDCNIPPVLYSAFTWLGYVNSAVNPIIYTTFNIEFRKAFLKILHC
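HEK293 Trex D2 cells, tetracycline-induced, o/n 30 C 5% CO2; no-wash Ca dye, RT 30–90 min; 10-cycle baseline, 23 nl cpd added, kinetic Ca read 180 s; agonist hits = positive Ca response.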
TRHR enhancer: qHTS for Small Molecule Agonists and Allosteric Enhancers of Human TRH Receptor: Primary Screen for Enhancers | TRHR cells, fluo-8 calcium fluorescence, EC20 TRH enhancement | enhancement, % at 2 µM | hit rate 0.66% among 360,000; in the data active means enhancement above about 30%; further: 0% is about no effect
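Enhancer read-out: after compound pinning and an initial kinetic agonist-mode read, an EC20 of TRH (10 nM final) was injected and fluo-8 calcium signal (Ex 480/Em 530) followed at 1 s/cycle for 100 cycles in TRHR-expressing cells.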
D2 antagonist: HTS Assay for Allosteric Antagonists of the Human D2 Dopamine Receptor: Primary Screen for Antagonists; D(2) dopamine receptor (Homo sapiens), P14416; HEK293 TREx D2 cells, calcium flux, dopamine EC80; inhibition, % at 10 µM; hit rate 2% among 340,000; in the data active means inhibition above about 30%; further: 0% is about no effect
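Dopamine at EC80 is the agonist stimulus; test compounds precede it by 180 s. Calcium flux read kinetically in a force-coupled, inducible HEK293 T-REx D2 cell line.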
mIDH1 inhibitor: qHTS for Inhibitors of mutant isocitrate dehydrogenase 1 (IDH1): qHTS; hit rate 0.093% among 390,000; Isocitrate dehydrogenase [NADP] cytoplasmic (Homo sapiens), O75874; IDH1-R132H enzyme, NADPH consumption, diaphorase/resazurin fluorescence; Potency, µM (top dose mostly 76.6 µM), for inactives: at the highest dose activity change, negative = inhibition, usual class: inhibitors; further: potency means the concentration at half of the fitted maximal effect; on the % scale 0 is the no-effect control and ±100 the full control effect; nearly all actives have a fitted effect of over 65% in size
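IDH1-R132H (0.5 ug/mL) preincubated 30 min with compound, then NADPH (0.016 mM) and alpha-KG (2 mM) added; 80 min at RT, pH 7.5. Remaining NADPH coupled via diaphorase/resazurin to fluorescence (540/590 nm); concentration-response curves normalized to no-enzyme control.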
rTrxR1 inhibitor: qHTS Assay for Inhibitors of Mammalian Selenoprotein Thioredoxin Reductase 1 (TrxR1): qHTS. hit rate 1% among 390,000. Thioredoxin reductase 1, cytoplasmic (Rattus norvegicus), O89049. Potency, µM (series often up to 114 µM), for inactives: at the top dose activity change, negative = inhibition, actives largely listed as inhibitors. recombinant rTrxR1, NADPH fluorescence consumption, selenite substrate; further: potency means the concentration at half of the fitted maximal effect; on the % scale 0 is the no-effect control and ±100 the full control effect; nearly all actives have a fitted effect of over 65% in size
Target sequence (O89049 whole entry, looked up): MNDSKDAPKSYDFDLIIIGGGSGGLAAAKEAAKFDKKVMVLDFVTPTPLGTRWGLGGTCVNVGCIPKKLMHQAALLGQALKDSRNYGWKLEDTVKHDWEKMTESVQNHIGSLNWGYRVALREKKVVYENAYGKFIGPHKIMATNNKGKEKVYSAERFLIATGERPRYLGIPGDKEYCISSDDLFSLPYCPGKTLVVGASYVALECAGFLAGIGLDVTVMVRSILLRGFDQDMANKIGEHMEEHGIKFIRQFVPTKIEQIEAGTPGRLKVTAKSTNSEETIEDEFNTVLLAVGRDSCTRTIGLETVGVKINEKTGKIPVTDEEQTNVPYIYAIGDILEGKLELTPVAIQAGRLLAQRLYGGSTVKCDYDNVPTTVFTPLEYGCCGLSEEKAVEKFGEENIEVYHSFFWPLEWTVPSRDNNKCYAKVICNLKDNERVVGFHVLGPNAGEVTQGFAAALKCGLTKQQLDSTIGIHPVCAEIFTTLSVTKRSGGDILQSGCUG
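Rat TrxR1 (90 nM in the dispensed reagent) was pre-reduced with 400 uM NADPH for 5 min at room temperature, then incubated with compound for 15 min. After 400 uM selenite was added, NADPH fluorescence (Ex 340/Em 450 nm) was followed for 8 min.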
USP1-UAF1 inh: Inhibitors of USP1/UAF1: Primary Screen; Ubiquitin carboxyl-terminal hydrolase 1 (Homo sapiens), O94782; recombinant USP1/UAF1, Ub-Rhodamine cleavage fluorescence; Potency, µM (doses to about 57.1 µM), for the others: top-dose activity change, negative = inhibition, most hits filed as inhibitors; hit rate 0.23% among 390,000; further: potency means the concentration at half of the fitted maximal effect; on the % scale 0 is the no-effect control and ±100 the full control effect; nearly all actives have a fitted effect of over 60% in size; inactives centre near -12
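1 nM enzyme complex + cpd, 15 min RT; start with Ub-Rho 150nM final; kinetic fluorescence ex 480/em 540, 6 reads q60 s. Buffer 50mM HEPES pH 7.8, 0.5mM EDTA, 0.1 mg/ml BSA, 1mM TCEP, 0.01% Tween-20.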
Pin1 inh: qHTS Assay to Find Inhibitors of Pin1; Potency, µM (doses to about 115 µM), inactives show at the highest dose activity, negative = inhibition, most hits filed as inhibitors; hit rate 0.009% among 390,000; Peptidyl-prolyl cis-trans isomerase NIMA-interacting 1 (Homo sapiens), Q13526; Pin1 FP peptide displacement, HiFluor488, 10 min; active means well fitted inhibition curve with a large enough effect in the polarisation, with a control signal flat, not every such curve was filed as active; inconclusive means small, poorly fitted or top-dose-only effect, or effect the other way, or a change in a side signal; inactive means no such curve, though single readings can be large or run the other way; the % refers to the polarisation; further: potency means the concentration at half of the fitted maximal effect; on the % scale 0 is the no-effect control and ±100 the full control effect
TrxR1 substrate: qHTS Assay for Substrates of Mammalian Selenoprotein Thioredoxin Reductase 1 (TrxR1): qHTS; Thioredoxin reductase 1, cytoplasmic (Rattus norvegicus), O89049; purified TrxR1 substrate turnover, NADPH consumption readout; Potency, µM (top dose mostly 114 µM), for the others: at the highest dose activity change, negative = substrate turnover; hit rate 0.01% among 390,000; AID 588456, 2011; further: potency means the concentration at half of the fitted maximal effect; on the % scale 0 is the no-effect control and ±100 the full control effect; nearly all actives have a fitted effect of over 50% in size
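Rat TrxR1, dispensed at 90 nM, was prereduced with 400 uM NADPH (final) for 5 min at ~22 deg C, then incubated with compound 15 min before 400 uM selenite. A first-read NADPH fluorescence drop versus no-compound background flagged substrates.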
TRHR agonist: qHTS for Small Molecule Agonists and Allosteric Enhancers of Human TRH Receptor: Primary Screen for Agonists | Thyrotropin-releasing hormone receptor (Homo sapiens), P34981 | TRHR cells, calcium flux fluo-8, FDSS agonist mode | activation, % at 2 µM | hit rate 0.18% among 360,000; in the data active means activation above about 30%; further: 0% is about no effect
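TRHR-expressing cells, plated overnight in medium with 10% serum, were loaded with fluo-8 calcium dye at room temperature. After a 10 s baseline, library compound was pin-added and calcium release was recorded kinetically (ex 480/em 530) as agonist response.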
The depositor's hits bear a star; ? = inconclusive; · = no result given; & = joins results of further samples; [ ] = remark or other dose. Unless noted, the call rests on the fitted dose curve; in most records, active means well fitted inhibition curve with a large enough effect; inconclusive means small, poorly fitted or top-dose-only effect; inactive means no such curve, though single readings can be large or run the other way. Some of the compounds tested, so the mix of outcomes need not match the whole.

no.	compound	D2 agonist	TRHR enhancer	D2 antagonist	mIDH1 inhibitor	rTrxR1 inhibitor	USP1-UAF1 inh	Pin1 inh	TrxR1 substrate	TRHR agonist
1	CNC(=S)N1CCC(NC(=O)C(Cc2ccccc2)NC(C)=O)CC1 (configuration not stated)	0.2	0	6	-2%	4%	-6%	-14%	4%[57.1 µM]	0.5
2	O=C(NCC(c1cccnc1)N1CCc2ccccc21)C(=O)Nc1ccccc1F (configuration not stated)	-0.3	0	·	-13%	5%	16%	12%	11%[11.4 µM]	-0.8
3	Cc1cc(N2C(=O)C(=O)/C(=C(/O)c3ccc(Cl)cc3)C2c2cccc(Br)c2)no1 (configuration not stated)	0.7	-3	-6	6%	-5%	-14%	-12%	-9%	-0.1
4	CCCn1c(O)c(N=NC(=O)CNC(=O)Cc2ccc(OC)cc2)c2ccccc21	-0.3	1	-12	-2%	-11%	-7%	2%	-9%	-0.2
5	COc1ccc(Nc2nc3c(S(=O)(=O)c4ccccc4)nnn3c3ccc(Cl)cc23)cc1OC	0.0	5	·	-6%	18%	15%	-2%	4%	0.4
6	O=[N+]([O-])c1ccccc1N=NNc1ccccc1	·	·	·	-13%	21%[57.1 µM]	-1%	-4%	9%[57.1 µM]	·
7	CC1CC(O)(Cc2ccccc2)C(C)CN1C (configuration not stated)	1.4	3	-2	0%	-3%[57.1 µM]	-22%	1%	6%[57.1 µM]	1.5
8	CC(=O)Nc1cc(S(=O)(=O)Nc2ccccc2C)c(C)cc1C	0.7	-3	-17	-6%	-16%[57.1 µM]	10%	-2%	-1%[57.1 µM]	-0.2
9	Cc1ccc(C(=O)N(CC(=O)NC2CCCCC2)c2ccccc2F)s1	0.0	-2	-4	2%	13%[57.1 µM]	-21%	4%	-13%[57.1 µM]	-0.8
10	Cc1ccc(S(=O)(=O)N(CC(=O)Nc2ccc(C(C)C)cc2)Cc2ccccc2)cc1	·	16	·	34%	23%	?	7%	0%	2.8
11	CC(C)c1ccc(OCC(O)CNC(C)c2ccccc2)cc1 (configuration not stated)	1.6	1	-24	9%	26%[57.1 µM]	-17%	-1%	-16%[57.1 µM]	4.5
12	Cc1ccc(/C=C/C(=O)OCC(=O)Nc2cccnc2Cl)o1	·	·	·	3%	-5%	-4%	-1%	-2%	·

Reprinted from the part before: 2 compounds, followed by the next part.
no.	compound	D2 agonist	TRHR enhancer	D2 antagonist	mIDH1 inhibitor	rTrxR1 inhibitor	USP1-UAF1 inh	Pin1 inh	TrxR1 substrate	TRHR agonist
11	CC(C)c1ccc(OCC(O)CNC(C)c2ccccc2)cc1 (configuration not stated)	1.6	1	-24	9%	26%[57.1 µM]	-17%	-1%	-16%[57.1 µM]	4.5
12	Cc1ccc(/C=C/C(=O)OCC(=O)Nc2cccnc2Cl)o1	·	·	·	3%	-5%	-4%	-1%	-2%	·
13	CCCN(CC(=O)Nc1ccccc1C)C(=O)c1ccc(C2SCCS2)cc1	0.1	0	-27	-1%	-18%	-3%	7%	-16%	-0.5
14	O=C(NCC(c1cccnc1)N1CCN(c2ccccc2F)CC1)c1ccc(F)cc1 (configuration not stated)	-1.1	2	·	-13%	17%	-6%	1%	6%[11.4 µM]	-0.3
15	Cc1ccn2nc(C(=O)OCC(=O)N(CC(C)C)C3CCS(=O)(=O)C3)nc2n1 (configuration not stated)	0.8	5	4	-7%	-9%	-8%	-1%	-10%	0.3
16	Cc1ccc(-c2cc(C(=O)Nc3ccc(S(=O)(=O)Nc4ncccn4)cc3)[nH]n2)c(O)c1C	0.2	-3	-6	-4%	13%	-25%	36%[activator]	4%	0.4
17	CCSC(C)CC1C/C(=N/O)c2c(C)noc2C1 (configuration not stated)	-0.5	5	-9	13%	17%	-7%	-1%	4%	-0.5
18	COc1cc2ccccc2cc1-c1nnc(COc2ccccc2)o1	1.2	3	27	8%	73%[activator]	?	1%	33%	-0.7
19	O=C(CSc1nnc(CNC(=O)c2cccs2)o1)NC1CCCCC1	0.6	0	-15	10%	16%[57.1 µM]	-1%	2%	14%[57.1 µM]	0.3
20	C#CCOCCOCCOCCNc1nc(N2CCOCC2)nc(N2CCN(C(=O)[C@H](Cc3ccc(O)cc3)n3cc([C@@H](N)CC(C)C)nn3)CC2)n1	0.1	1	3	20%	22%[57.1 µM]	-18%	1%	15%[57.1 µM]	-0.3
21	O=C(OCc1ccccc1)N1CCC2CC1c1cc(Cl)ccc12 (configuration not stated)	·	·	·	18%	11%	-25%	5%	7%	·
22	CC(C)(C)c1ccc(C(=O)Nc2ccc(O)c3c(=O)cc(-c4ccccc4Cl)oc23)cc1	0.6	-3	5	1%	5%	-5%	-3%&3%	-5%&-13%	0.2
23	COc1ccc(C(=O)NCc2cccnc2)cc1OC	0.7	11	14	7%	3%	-6%	8%	8%	-0.4
24	CCCCS(=O)(=O)c1nc(-c2ccc(Br)cc2)cc(-c2ccccc2)c1C#N	-1.5	16	·	-12%	4%	-20%	21%	6%	0.0
25	Cc1onc(C(=O)N2CCC(C(N)=O)CC2)c1-c1ccccc1Cl	1.0	29	-7	1%	-2%	-3%	0%	-5%	0.1
26	COC(=O)c1sc(NC(=O)C2CCCCC2C(=O)O)c(C(=O)OC)c1C (configuration not stated)	·	17	·	7%	9%	-28%	0%	1%	1.3
27	COCC(C)NCc1ccc(C)cc1C (configuration not stated)	·	4	·	7%	12%	-12%	5%	7%	-0.4
28	COc1ccc(N(CC(=O)NCc2ccc(F)cc2)S(=O)(=O)c2c(C)n[nH]c2C)cc1	0.1&-0.3	7&-4	-6	7%&7%	1%&16%	-7%&-16%	6%&-4%	0%&6%	-0.6&-0.9
29	O=C(OCn1nnc2ccccc2c1=O)C12CC3CC(CC(O)(C3)C1)C2	0.2	4	-4	2%	9%[57.1 µM]	-47%	5%	9%[57.1 µM]	-1.0
30	N=c1c2c(n(Cc3ccc(F)cc3)c3c1CCC3)CCCC2	2.7	-2	25	5%	11%	-7%	-10%	2%[57.1 µM]	0.2
31	COc1ccc(CCNC(=O)C2CCCN(Cc3nc(-c4cccc(Cl)c4)oc3C)C2)cc1OC (configuration not stated)	0.4	-8	-2	4%	28%	-19%	3%	10%	0.0
32	CCN1CCN(c2c(S(=O)(=O)c3ccc(C)c(C)c3)cnc3ccc(F)cc23)CC1	-0.7&-0.4	7&-8	37*	-3%&0%	9%[57.1 µM]	-12%&-2%	-3%&-1%	-12%&2%	-0.1&-0.1
33	COc1ccc(CCNC(=O)c2cc(-c3ccncc3)nc3ccc(S(=O)(=O)N4CCOCC4)cc23)cc1OC	-0.6	3	6	-12%	7%	-9%	7%	-8%	-0.6
34	O=C(Nc1nnc(-c2ccc(F)cc2)o1)c1ccc(S(=O)(=O)N2CCOCC2)cc1	-0.3	0	2	-1%	3%	-20%	-8%	-9%	-0.9
35	Cc1ccc(SC(c2ccc(C)cc2)C(Cn2cncn2)C(=O)c2ccccc2)cc1 (configuration not stated)	-0.1	3	-4	1%	-7%	-3%	-14%	-11%	1.1
36	Cc1noc(C)c1NC(=O)Nc1ccc2c(c1)C(=O)N([C@H](C)CO)C[C@H](C)[C@@H](CN(C)S(=O)(=O)c1cccs1)O2	·	·	·	-8%	-2%	-24%	-15%	-6%	·
37	NS(=O)(=O)c1ccc(NC(=O)COC(=O)c2cc3ccccc3oc2=O)cc1	0.5	2	-19	-1%	3%	-6%	14%	2%	0.3
38	C=CCOC(=O)C1=C[C@H](c2coc3ccccc3c2=O)C[C@H](OCCCCO)O1	·	·	·	-6%	11%	-11%	?	8%	·
39	O=C(CSc1nnc(COc2cccc3cccnc23)o1)N1CCN(C(=O)c2ccco2)CC1	0.7	-3	3	-1%	11%[57.1 µM]	-1%	-3%	10%[57.1 µM]	0.3
40	O=C(NCC(c1cccs1)N1CCOCC1)c1ccc(Cl)c(S(=O)(=O)N2CCOCC2)c1 (configuration not stated)	0.8	-3	-14	0%	10%	0%	4%	-2%	-0.3
41	COc1ccc(OC)c(NC(=O)CN2CCN(C(=O)c3ccco3)CC2)c1	0.0	4	-36	1%	-7%	-22%	-1%	14%	-0.2
42	COCCNC(=O)c1cn(C)c(=O)c2cc(OC)c(OC)cc12	0.4	-4	-4	-5%	3%[57.1 µM]	-5%	-5%	-2%[57.1 µM]	0.1
43	CCCc1cc(=O)oc2cc(OCC(=O)Nc3ccc(S(N)(=O)=O)cc3)ccc12	0.3	-1	9	1%	22%	-17%	18%	16%	0.3
44	COc1cc(/C=C/C(=O)OCC(=O)NCCN2C(=O)CSC2=O)ccc1OCC#N	1.1	4	-49	12%	3%	-20%	-3%	19%	0.1
45	CC(C)Cn1c(CN2CCN(C(=O)c3ccco3)CC2)nc2c1c(=O)n(C)c(=O)n2C	2.0	-6	-3	8%	12%	-15%	2%	-2%[57.1 µM]	0.4
